TRPML3 ag: human mucolipin-3 channel agonism; activation, % at 3 µM; HEK293 TRPML3-YFP, Fluo-8 calcium fluorescence; 100% = the carbachol control signal; actives 0.29% (n = 220,000); Q8TDD5;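 active = activation above its plate's cutoff, the mean activation of the plate's test wells plus 3 SD, cut at about 12% in these data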;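 also: 0% = DMSO only wells and 100% = carbachol wells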
Target sequence (Q8TDD5 whole entry, looked up): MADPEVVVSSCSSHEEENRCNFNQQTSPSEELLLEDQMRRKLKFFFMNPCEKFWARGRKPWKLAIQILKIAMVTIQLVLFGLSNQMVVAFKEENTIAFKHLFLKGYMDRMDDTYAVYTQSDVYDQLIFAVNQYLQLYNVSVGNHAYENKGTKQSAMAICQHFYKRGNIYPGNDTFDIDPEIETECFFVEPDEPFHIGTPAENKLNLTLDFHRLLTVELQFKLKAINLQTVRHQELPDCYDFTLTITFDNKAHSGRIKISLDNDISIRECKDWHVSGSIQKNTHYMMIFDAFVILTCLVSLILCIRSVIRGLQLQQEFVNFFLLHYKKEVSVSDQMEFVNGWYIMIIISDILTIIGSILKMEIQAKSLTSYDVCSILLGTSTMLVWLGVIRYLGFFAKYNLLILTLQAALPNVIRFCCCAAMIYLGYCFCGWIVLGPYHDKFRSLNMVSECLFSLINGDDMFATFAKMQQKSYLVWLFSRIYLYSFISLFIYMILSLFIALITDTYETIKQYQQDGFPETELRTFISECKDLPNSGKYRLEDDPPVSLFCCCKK
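Test system: TRPML3-YFP stable HEK293 cells. Doses: single point at 3 µM. Incubation: dye loading 1 h 37 °C then 30 min ambient, 125 s read. Signal: Fluo-8 calcium dye fluorescence, ex 470-495, em 515-575 nm. Measure: percent activation from peak-to-basal fluorescence ratio, scaled between DMSO and carbachol.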
zfTRPN1 agonist: activates the zebrafish TRPN1 channel; HEK293 zebrafish TRPN1-YFP, Fluo-8 calcium fluorescence; 100% = response to 87 µM carbachol; activation, % at 3 µM; actives 0.18% (n = 220,000);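 active = activation above its plate's cutoff, the mean activation of test wells on that plate plus 3 SD, cut at about 19% in these data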;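 also: 0% = DMSO alone and 100% = 87 µM carbachol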
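Material: zebrafish TRPN1-YFP in HEK293 cells; Doses: single test compound dose, 3 µM nominal, 0.3% DMSO; Timing: dye loading 1 h at 37 °C, then 30 min room temperature; Technique: intracellular calcium fluorescence with Fluo-8; Benchmarks: high carbachol 87 µM, low DMSO alone.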
CHOP inhibitor: inhibitors of CHOP induction in ER stress response. CHO-K1 CHOP-promoter luciferase, tunicamycin-induced, 15-18 h. inhibition, % at 10 µM. actives 3.8% (n = 220,000). AID 2732;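 active = compounds that reduced the stress-induced luciferase reporter signal by more than about 70% of percent inhibition, limit read from the data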;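 also: 0% = tunicamycin plus vehicle and 100% = wells without tunicamycin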
PPC-1+TRAIL kill: kills PPC-1 cancer cells in the presence of TRAIL; actives 0.41% (n = 220,000); cell killing (% activity), % at 4 µM; PPC-1 cells + TRAIL, ATPLite viability luminescence;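 active = cell killing above 50% in the first pass at 4 µM, then a duplicate retest at 5 µM averaging 50% or more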;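 also: plate controls were cells with TRAIL plus DMSO for no effect and medium-only wells lacking cells for full effect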
Ba/F3 V617F tox: lowers viability of Ba/F3 cells expressing EpoR and JAK2V617F | inhibition, % at 5.6 µM | ATP luminescence | AID 1446 | actives 1.1% (n = 220,000);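 active = inhibition above the campaign mean plus 3 SD over all tested compounds, cut at about 24% in these data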;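 also: cytokine-independent growth of Ba/F3 cells driven by EpoR plus mutant JAK2; 0% = DMSO-treated cells and 100% = JAK inhibitor I control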
Wee1 degr inh: inhibitors of human Wee1 degradation; P30291; HeLa Luc-Wee1K328M stability, luciferase luminescence; 100% = proteasome inhibitor MG132 effect; reporter increase, % at 5 µM; actives 1.2% (n = 220,000); AID 1321;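 active = activation above the mean of all tested compounds plus 3 SD, set per screening run, cut at about 8.8% in these data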;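 also: cells exposed to compound for 20 h before luminescence read; 0% = DMSO alone and 100% = MG132 at 30 µM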
RBBP9 inhibitor: blocks human serine hydrolase RBBP9 | O75884 | recombinant RBBP9, FP-Rh probe fluorescence polarization | inhibition, % at 7.94 µM | actives 0.2% (n = 220,000) | AID 1515;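 active = inhibition above the campaign mean of all tested compounds plus 3 SD, cut at about 14% in these data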;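 also: plate controls were DMSO wells with RBBP9 for no effect and wells lacking RBBP9 protein for full effect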
Target sequence (O75884 whole entry, looked up): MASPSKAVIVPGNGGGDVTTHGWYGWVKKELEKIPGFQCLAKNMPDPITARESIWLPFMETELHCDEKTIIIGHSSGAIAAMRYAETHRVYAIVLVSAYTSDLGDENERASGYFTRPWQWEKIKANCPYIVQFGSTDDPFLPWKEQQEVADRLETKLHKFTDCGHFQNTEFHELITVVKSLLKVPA
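Test system – recombinant human RBBP9 · Input – RBBP9 2.5 µM in dispensing solution, pre-mixing · Medium – Tris buffer pH 8.0, NaCl, Pluronic · Schedule – preincubation 30 min plus labeling 45 min at 25 °C · Measured by – fluorescence polarization · Measure – % inhibition · Controls – DMSO and no-protein wells · Replicates – one well per compound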
TNF death inh: inhibitors of TNF-alpha induced necroptosis in Jurkat FADD-/- cells; Jurkat FADD-/- TNF necroptosis rescue, ATP luminescence, 24 h; 0 = TNF only, 100 = no-TNF cells; actives 0.068% (n = 220,000); activation (protection from cell death), % at 10 µM;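 active = activation, meaning protection from cell death, of at least 50% relative to plate controls; inactive = activation below 50%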;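 also: necroptosis triggered by 40 ng/mL TNF-alpha added together with compound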
BaF3 parental: parental Ba/F3 viability inhibition as JAK2V617F counter-screen; CellTiter-Glo ATP luminescence; actives 1.1% (n = 220,000); inhibition, % at 5.6 µM;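 active = inhibition above a per-campaign cutoff, the mean inhibition of all tested compounds plus 3 SD, cut at about 27% in these data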;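 also: 0% = DMSO wells and 100% = JAK Inhibitor I control wells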
Active calls of the source: *; nt = not tested or not shown.

SMILES | TRPML3 ag | zfTRPN1 agonist | CHOP inhibitor | PPC-1+TRAIL kill | Ba/F3 V617F tox | Wee1 degr inh | RBBP9 inhibitor | TNF death inh | BaF3 parental
CCC(CC)C(=O)Nc1cccc(C(=O)N2CCCCCC2)c1 | 1.1 | -0.2 | 16 | 11 | 5 | -1 | -6 | -1.1 | 9
Cc1cc(C(=O)CSc2nnnn2-c2ccccc2)c(C)n1CC1CCCO1 (configuration not stated) | 0.1 | 1.4 | 39 | -8 | 1 | 2 | -5 | -0.6 | 3
O=C(O)c1cc(-c2ccco2)nc2ccccc12 | 0.6 | -0.7 | 10 | 2 | 2 | -1 | -7 | 0.2 | 4
CCn1cc(C(=O)N2CCN(c3ccc(C(C)=O)cc3)CC2)c2cc(OC)c(OC)cc2c1=O | 0.4 | -0.7 | -5 | 21 | -1 | -1 | -2 | 2.6 | 1
O=C(NCC12CC3CC(CC(C3)C1)C2)c1nn2c(c1Cl)NC(c1ccco1)CC2C(F)(F)F (configuration not stated) | -0.4 | 0.8 | -3 | 12 | 0 | -1 | 8 | 3.8 | 6
CC1C2C(c3ccccc3)N(C)C(=O)N(C)C2N(C)C(=O)N1C (configuration not stated) | 1.1 | 0.9 | -5 | -12 | 0 | -2 | 8 | -0.1 | 3
Cc1onc(-c2ccccc2)c1C(=O)n1nnc2ccccc21 | 0.5 | 0.3 | -43 | 3 | 0 | -2 | 0 | -1.1 | 2
COc1c(Br)cc2c(C)c(C(=O)N3CCOCC3)oc2c1Br | -0.6 | -1.2 | 18 | 18 | 4 | -1 | -4 | 4.6 | 8
COc1ccc(NS(=O)(=O)c2cc(NC(=O)c3sccc3C)ccc2N2CCOCC2)cc1 | 0.3 | -1.6 | 14 | -1 | -1 | 1 | -8 | -10 | -3
COC(=O)/C=C/CSC1=N/C(=C/c2ccc(-n3cncn3)cc2)C(=O)N1 | 0.8 | 0.0 | -8 | 18 | -1 | -2 | -6 | -1.1 | 6
CC(C)(C)n1nnnc1C(c1ccc(Cl)cc1)N1CCCc2ccccc21 (configuration not stated) | 0.5 | 0.6 | 15 | -3 | 0 | 4 | -5 | -0.9 | 1
Cc1ccc(C(=O)CN(C(=O)c2ccc(Cl)cc2)N2C(=O)c3ccccc3C2=O)cc1 | 0.0 | -0.7 | 19 | 3 | 2 | -1 | -2 | 1.2 | 7
CCNC(=S)NNC(=O)c1cc(C)on1 | 0.1 | -0.8 | 9 | 1 | 2 | 2 | -10 | -2.1 | -2
CC1CCN(S(=O)(=O)c2ccc3c(c2)c(=O)c(C(=O)NC2CCCC2)cn3C)CC1 | 1.1 | 1.5 | 14 | 8 | 0 | -1 | 0 | -3.1 | 6
N#CCCN(C(=O)CSc1ccc2c(c1)OCCO2)c1ccccc1 | 1.0 | 1.5 | 33 | 16 | -1 | -1 | -7 | 0.2 | 6
CC(C)(C)[C@H]1C=C(C(=O)N2CCN(Cc3ccc4c(c3)OCO4)CC2)O[C@@H](OCc2ccc(CO)cc2)C1 | 0.2 | -2.7 | 4 | 19 | -4 | -1 | 2 | 0.9 | 2
Cc1ccc(CN2CC(C(=O)O)CC2=O)cc1 (configuration not stated) | 0.6 | 1.6 | 27 | 8 | -4 | 3 | -4 | -0.5 | 0
O=C(Nc1cccc(-c2cn3cccnc3n2)c1)Nc1ccccc1F | 2.3 | 5.2 | 4 | 2 | -2 | 1 | -5 | 1.1 | 2
CCOC(=O)C(CCCCCCP(=O)(c1ccccc1)c1ccccc1)NC(C)=O (configuration not stated) | 0.7 | 2.0 | -1 | -8 | -1 | 8 | -4 | 1.5 | 7
CC(C)=CC(=O)Nc1ccc(Br)cc1 | -0.2 | 1.0 | 47 | 10 | -1 | 2 | -13 | -0.2 | 4
Cc1ccc(S(=O)(=O)N2CCN(CC(=O)NC(=O)NCc3ccccc3)CC2)cc1C | -0.9 | 0.3 | 24 | 21 | -2 | 6 | -6 | -1.2 | 1
FC(F)(F)c1ccc(N2CCN(c3cc(-c4ccccc4)nc4ncnn34)CC2)nc1 | 0.2 | -1.1 | 74* | 12 | -4 | -2 | -4 | -7.5 | 0
CCOc1ccccc1N/C(=N/c1nc(C)cc(C)n1)NC(=O)Nc1ccc(Cl)c(Cl)c1 | 1.4 | 0.3 | 14 | -9 | 5 | 1 | -1 | 2.8 | 10
CCN(CC)CCCN1C(=O)C(O)=C(C(=O)c2ccco2)C1c1ccc(OC(C)C)cc1 (configuration not stated) | 0.9 | 0.0 | -2 | 20 | -3 | -2 | -5 | 1.0 | 1
Cn1c(=O)[nH]c(=O)c2c1nc(NCCCO)n2Cc1ccc(F)cc1 | 0.3 | 0.2 | -2 | 11 | -5 | -1 | 5 | -3.0 | 3
COc1ccc(CC(=O)OCC(=O)Nc2cccc(Cl)c2)cc1 | -0.4 | -0.6 | 18 | 4 | 1 | -2 | -12 | 0.6 | 1
CC(C)CCNCC1OCc2ccccc2CO1 | 0.7 | -1.6 | -4 | 6 | -2 | -4 | -1 | 4.3 | 0
COc1cccc(C(=O)COC(=O)C(C)N2C(=O)C3C4C=CC(C4)C3C2=O)c1 (configuration not stated) | 0.3 | -0.8 | 5 | 16 | 0 | -1 | -10 | -0.5 | 4
COC(=O)c1c(C)[nH]c(C)c1C(C)=O | 0.7 | 1.6 | -18 | 2 | 2 | -3 | -3 | -1.3 | -4
CC(=O)COC(=O)c1cccc(N2C(=O)C3C4C=CC(C4)C3C2=O)c1 (configuration not stated) | 0.1 | 1.2 | 12 | -10 | 4 | 2 | -9 | 0.6 | 2
CCOC(=O)C(C(=O)OCC)N(C#N)c1nc(C)cc(C)n1 | 0.1 | 1.1 | -2 | 15 | -1 | 0 | -1 | -2.7 | -2
CN(CC(=O)NCCc1ccc(S(N)(=O)=O)cc1)c1ccccc1 | -1.5 | 1.4 | 9 | 10 | 6 | 0 | 0 | -0.7 | 12
O=C1CCNc2c(Cl)cccc21 | 0.8 | 0.1 | 15 | 13 | -2 | -1 | -5 | -1.2 | 0
COc1cc(/C=N/OCC(=O)NC2CCCCC2)ccc1OCc1ccccc1 | -0.2 | -1.1 | 20 | 25 | -1 | 3 | -12 | 3.7 | 0
C=C(C)CN(CC)C(=O)CC1C(=O)NCCN1Cc1c(F)cccc1Cl (configuration not stated) | 0.2 | 0.2 | -14 | nt | 1 | -1 | -8 | 0.1 | -1
COC(=O)c1sc(NC(=O)c2cc3c(s2)CCCC3)nc1C | -0.5 | 0.2 | -5 | 4 | 5 | 2 | -9 | 0.8 | 5
CC(C/C=N/NC(=O)COc1cc(Cl)ccc1Cl)c1ccccc1 (configuration not stated) | 0.1 | -1.2 | 79* | 8 | -3 | -2 | -6 | -2.2 | 1
CCN(CC(=O)Nc1ccccc1OC)C(=O)C1CC2C=CC1C2 (configuration not stated) | 0.0 | -0.3 | -12 | 24 | 1 | 4 | -2 | -3.9 | 9
COc1ccc(S(=O)(=O)N2c3ccccc3OCC2C(C)(C)C)cc1 (configuration not stated) | 6.1 | 1.3 | 8 | -3 | -3 | 0 | -3 | -5.9 | 2
Cc1ccc(CSc2nnc3c(n2)OC2(Nc4ccccc4-3)C(=O)Nc3ccc(F)cc32)cc1 (configuration not stated) | 0.2 | -0.1 | 12 | 18 | 2 | -2 | -3 | -4.5 | 6
CCOC(=O)CSc1nc(C)cc(=O)[nH]1 | 0.1 | -0.3 | 4 | 16 | -3 | 2 | -3 | -0.4 | -1
Cc1c(F)cccc1NS(=O)(=O)c1ccccc1C#N | 0.8 | 0.3 | 18 | 38 | -1 | -1 | 2 | -1.2 | 5
COc1ccc(C(=O)NC(=S)Nc2ccccc2N2CCOCC2)cc1[N+](=O)[O-] | 0.9 | -0.6 | 4 | 12 | 1 | 0 | -9 | 1.0 | 3
CCC(OC(=O)c1nsc(Cl)c1Cl)C(=O)NC(C)(C)C (configuration not stated) | 0.2 | 1.4 | -20 | 12 | -2 | -2 | -6 | -1.0 | 3
Cc1noc(C)c1S(=O)(=O)N1CCCC(C(=O)NCC2CCCO2)C1 (configuration not stated) | 1.1 | 0.4 | 12 | 14 | 0 | -2 | -9 | -1.8 | 4
C[C@@H]1NC(=O)c2cc([N+](=O)[O-])cc(I)c2OCC[C@@H](C(N)=O)NC(=O)[C@H](CCCCN)NC1=O | 0.5 | 2.0 | -6 | 3 | 1 | -1 | -7 | 0.6 | 6
CC(C)(C)c1ccc(C(=O)CSc2nc3ccccc3c(=O)[nH]2)cc1 | 0.3 | 0.7 | 75* | 24 | 0 | 2 | 3 | 1.1 | 2
CC(C)(C)CC(C)(C)NC(=S)NC1CCN(Cc2ccccc2)CC1 | 3.8 | 9.4 | 71* | 17 | -3 | 1 | -5 | 5.8 | 5
COc1ccc(OC)c(NC(=O)CSc2nc3ccccc3c(=O)n2CCNC(C)=O)c1 | -0.2 | 0.3 | 15 | 22 | -1 | 3 | 0 | -0.5 | 0
CC(C)(C)NCc1ccccc1OCc1cccs1 | -0.5 | -0.8 | 5 | 6 | 3 | -4 | 0 | -0.7 | 4
Cc1ccc(CNC(=O)[C@@H]2CCC(=O)N2Cc2ccco2)cc1 | 1.2 | 0.4 | 5 | 14 | -3 | -1 | -2 | 0.1 | 5
Cc1cc(C)c(C(N)=O)c(Nc2cccc(Cl)c2)n1 | 0.2 | -0.1 | 8 | 18 | 2 | 2 | 2 | -0.7 | 4
CCOC(=O)c1cccc(NS(=O)(=O)c2cnc[nH]2)c1 | 0.3 | 1.2 | 31 | 8 | -2 | -2 | 1 | 0.6 | 2

In the list so far, these have a furan ring, fused or not.
SMILES | TRPML3 ag | zfTRPN1 agonist | CHOP inhibitor | PPC-1+TRAIL kill | Ba/F3 V617F tox | Wee1 degr inh | RBBP9 inhibitor | TNF death inh | BaF3 parental
O=C(O)c1cc(-c2ccco2)nc2ccccc12 | 0.6 | -0.7 | 10 | 2 | 2 | -1 | -7 | 0.2 | 4
O=C(NCC12CC3CC(CC(C3)C1)C2)c1nn2c(c1Cl)NC(c1ccco1)CC2C(F)(F)F (configuration not stated) | -0.4 | 0.8 | -3 | 12 | 0 | -1 | 8 | 3.8 | 6
COc1c(Br)cc2c(C)c(C(=O)N3CCOCC3)oc2c1Br | -0.6 | -1.2 | 18 | 18 | 4 | -1 | -4 | 4.6 | 8
CCN(CC)CCCN1C(=O)C(O)=C(C(=O)c2ccco2)C1c1ccc(OC(C)C)cc1 (configuration not stated) | 0.9 | 0.0 | -2 | 20 | -3 | -2 | -5 | 1.0 | 1
Cc1ccc(CNC(=O)[C@@H]2CCC(=O)N2Cc2ccco2)cc1 | 1.2 | 0.4 | 5 | 14 | -3 | -1 | -2 | 0.1 | 5

Bioassay records from PubChem BioAssay.
